Source: PubChem BioAssay
RmlC RmlD mix: RmlC/RmlD inhibition, mixture screen | inhibition, % at 5.5 µM | AID 1532 | RmlC/RmlD coupled enzyme inhibition, 384-well mixture HTS | 0.39% of 110,000 active; in the data active means inhibition above about 30%, passing the limit was not always enough; further: strong numbers were not always called active
RT RNaseH block: blocks HIV-1 RNase H cleavage of RNA/DNA duplex | P04585 | RT-RNase H RNA/DNA duplex cleavage, fluorescence | inhibition, % at 10 µM | 1.9% of 65,000 active; in the data active means inhibition above about 50%
Active calls of the source: *; x = no result given. The list is partial; rates above refer to the full screens.

Values run as follows: RmlC RmlD mix | RT RNaseH block
CC(=O)C1(C)N(O)C(C)(C)C(c2ccco2)=[N+]1[O-] (centres undefined)
 : 14 | x
CCC(C)NC(=O)CSc1nc2ccc(N3CCOCC3)cc2c(=O)n1CCc1ccccc1 (centres undefined)
 : x | 20
COc1ccc(CC(=O)Nc2ccc(S(=O)(=O)N(C)C)cc2)cc1OC
 : 8 | x
COc1ccc(NC(=O)CSC2CCCCC2)cc1
 : -7 | -11
Cc1cc(C)n2c(Br)c(CSc3nc4ccccc4o3)nc2n1
 : -22 | 3
CC(C)(C)CC(C)(C)Nc1c(-c2ccc(O)cc2)nc2cnccn12
 : -29 | x
COC(=O)c1ccc(NC(=O)CN2C(=O)C3C4C=CC(C4)C3C2=O)cc1 (centres undefined)
 : 1 | x
COc1ccc(C(=O)Cn2nnc(-c3ccc(N4CCOCC4)cc3)n2)cc1OC
 : -7 | -1
COc1cc(SC)ccc1C(=O)NC1CCCCC1
 : -3 | -31
CCOC(=O)c1nnn(-c2nonc2-c2ccccc2)c1C
 : 9 | -25
CS(=O)(=O)c1ccc(CNC(=O)C2(C(F)(F)F)C/C(=C\Cc3ccccc3)CCCO2)cc1 (centres undefined)
 : -9 | x
COC(=O)CSc1nc(SCc2ccc(C)cc2)nc2c1CCCC2
 : 4 | x
CCn1c(C)nc2cc(S(=O)(=O)C(F)(F)F)ccc21
 : 6 | x
N#CC1=C(N)OC2=C(CCC/C2=C/c2ccoc2)C1c1ccoc1 (centres undefined)
 : -5 | 6
Cc1ccccc1Cn1c(=O)c2c(nc3n2CCN3Cc2ccco2)n(C)c1=O
 : x | -14
O=C(CSc1nnc(-c2ccccc2)o1)NC1CCCCC1
 : -1 | 1
Cc1cc(C)n(C(=O)c2ccc(C)o2)n1
 : -10 | x
COc1ccc(C2CC(=O)C3=C(C2)NC(C)=C(C(=O)Nc2ccccc2C)C3c2coc3ccc(C)cc3c2=O)cc1OC (centres undefined)
 : -3 | x
CCOC(=O)Cc1csc(NC(=O)CSc2ncnc3c2cnn3-c2ccc(OC)cc2)n1
 : x | -1
CCCN(CCC)c1ncnc2c1cnn2-c1ccc(OC)cc1
 : 9 | -14
Cc1cccc(N2CCN(CC(=O)NCC3CCCCC3)CC2)c1C
 : -5 | 1
CCCC(=O)N(Cc1cc2cccc(C)c2[nH]c1=O)c1ccccc1OC
 : 4 | -13
CCOC(=O)C1CCCN(C(=O)c2ccc(CS(=O)(=O)c3ccc(Br)cc3)o2)C1 (centres undefined)
 : 6 | -6
CC(NC(=O)COC(=O)Cc1ccsc1)C1CC2CCC1C2 (centres undefined)
 : 11 | x
Cc1[nH]n(-c2ccc([N+](=O)[O-])cc2)c(=O)c1C=NCCN1CCN(C(=O)c2ccccc2)CC1
 : -3 | x
CC(NC(=O)Nc1ccccc1O)(C(F)(F)F)C(F)(F)F
 : -15 | -6
COC(=O)c1ccc(CSc2nnc(C)s2)cc1
 : 12 | x
CC(C)CCSc1nc2c(c(=O)[nH]c(=O)n2C)n1CCCc1ccccc1
 : -18 | 23
CC(NS(=O)(=O)c1ccccc1)C(c1cccs1)N1CCN(C)CC1 (centres undefined)
 : 10 | -4
CS(=O)(=O)N(CC(=O)NCC1CCCO1)c1ccc(Cl)c(Cl)c1 (centres undefined)
 : 0 | -10
Cc1cnc(C(=O)Nc2nnc(C)s2)cn1
 : -8 | -6
Cn1c(=O)c2c(nc(CN3CCN(c4ccccc4)CC3)n2Cc2ccccc2F)n(C)c1=O
 : x | -2
O=C(CN1CCOCC1)NCc1ccccc1
 : x | 11
CCN(CC)S(=O)(=O)c1ccc(-c2nnc(SCc3nnc(-c4ccc(C)cc4)o3)n2CC)cc1
 : -1 | x
CCOC(=O)C1=C(N)Oc2cc(O)ccc2C1c1cccnc1 (centres undefined)
 : -13 | -15
COC(=O)CSc1nnc(SCc2ccc(OC)cc2)s1
 : x | -86
COc1ccc(OC)c(NC(=O)c2c3c(nc4ccccc24)CCC3)c1
 : -9 | x
CCn1cc(C(=O)NC2CCCCC2C)c(=O)c2ccc(C)nc21 (centres undefined)
 : -9 | -12
CN(C)c1cccc(C(=O)NCC2CCCO2)c1 (centres undefined)
 : 23 | 24
C/C(CC1(O)C(=O)N(C)c2ccccc21)=N\O (centres undefined)
 : -14 | -9
O=C(NNC(=O)c1cc(OCC(F)(F)F)ccc1OCC(F)(F)F)c1cccc(C(F)(F)F)c1
 : -7 | x
O=C(O)c1ccc2c(c1)C(=O)N(Cc1ccc3c(c1)OCO3)C2=O
 : 0 | x
O=C(Nc1ccc(Br)cc1F)C1CCN(c2nnc(-n3cccc3)s2)CC1
 : -6 | 13
CCCc1sc(N)nc1-c1ccc(C)cc1
 : -37 | x
N#CC1=C(SCC(=O)NC2CC2)NC(=O)C(C#N)C12CCCCC2 (centres undefined)
 : -8 | -5
CCCCNC(=O)OCCNC(=O)NC
 : -6 | -1
O=C(NNC(=O)c1ccccc1-n1cccc1)c1ccc(Cl)cc1
 : -7 | x
CCOc1cc(NC(=O)c2ccco2)c(OCC)cc1NC(=O)Cc1cccc(OC)c1
 : 5 | 19
O=C(COC(=O)CCCc1c[nH]c2ccccc12)Nc1ccc2c(c1)OCO2
 : 4 | 17
Nc1c2c(nc3ccn(Cc4ccccc4)c(=O)c13)CCC2
 : -9 | -5

Next part:
Values run as follows: RmlC RmlD mix | RT RNaseH block
CCC(=O)n1nc(-c2ccc(Cl)cc2)nc1NCc1ccccc1
 : 8 | x
COc1cc(CN2CCN(S(=O)(=O)c3ccc(F)cc3)CC2)cc(OC)c1OC
 : 10 | 3
COc1ccc2c(c1)CCc1c(C(=O)NCCCn3ccnc3)noc1-2
 : -16 | 1
C=C(C)CSc1nnc2n(C)c(=O)c3c4c(sc3n12)CCC4
 : -1 | -3
N#Cc1c2c(c(-c3ccco3)[nH]c1=O)CCCC2
 : -5 | -7
Nc1nc2nccc(-c3ccc(Cl)cc3)n2n1
 : 121 | -12
Cc1cccc(C=Nc2ccccc2C(N)=O)c1
 : 36 | x
COc1ccc(-c2nnn(CC(=O)N3CCOCC3)n2)cc1
 : 9 | x
COc1ccc(CNC(=O)C2CC(=O)N(c3ccc(OCC(=O)N4C(C)CCCC4C)cc3)C2)cc1 (centres undefined)
 : -23 | -9
CCOc1ccc(-n2cc(C(=O)N3CCCCCC3)c3cc(OC)c(OC)cc3c2=O)cc1
 : 2 | -4

Seven entries from above, comma-delimited.
Structure,RmlC RmlD mix,RT RNaseH block
COc1ccc2c(c1)CCc1c(C(=O)NCCCn3ccnc3)noc1-2,-16,1
C=C(C)CSc1nnc2n(C)c(=O)c3c4c(sc3n12)CCC4,-1,-3
N#Cc1c2c(c(-c3ccco3)[nH]c1=O)CCCC2,-5,-7
Nc1nc2nccc(-c3ccc(Cl)cc3)n2n1,121,-12
Cc1cccc(C=Nc2ccccc2C(N)=O)c1,36,x
COc1ccc(-c2nnn(CC(=O)N3CCOCC3)n2)cc1,9,x
COc1ccc(CNC(=O)C2CC(=O)N(c3ccc(OCC(=O)N4C(C)CCCC4C)cc3)C2)cc1 (centres undefined),-23,-9

Going on with the list.
Values run as follows: RmlC RmlD mix | RT RNaseH block
COc1cccc(C2C(C#N)=C(N)OC3=C2C(=O)CC(c2ccco2)C3)c1OCc1ccc(F)cc1 (centres undefined)
 : -13 | 2
Cc1ccc(N2CCn3c2nc2c3c(=O)n(CCc3ccccc3)c(=O)n2C)cc1
 : x | 64*
NCCCC[C@H](N)c1nnc([C@H](CCC(=O)O)NC(=O)C2CCNCC2)o1
 : 9 | x
Cc1[nH]c(=S)[nH]c(=O)c1CCOc1ccccc1
 : 7 | 9
CCOC(=O)c1ccc(N=C2S/C(=C\c3cc(C)n(-c4cccnc4)c3C)C(=O)N2C)cc1
 : -7 | x
CCOc1cc(N2CCOCC2)c(OCC)cc1NC(=O)COC(=O)CCc1c[nH]c2ccccc12
 : 3 | 1
COc1ccc(NC(=O)C2CCN(C(=O)c3cccs3)CC2)cc1
 : 7 | x
CCS(=O)(=O)CCSC(=N)N
 : 10 | x
COc1ccccc1CN(Cc1nc2ccccc2c(=O)[nH]1)S(=O)(=O)c1ccc(C)cc1
 : 3 | x
CCC(NS(=O)(=O)c1ccc(C)cc1)C(=O)Nc1ccc(NC(C)=O)cc1 (centres undefined)
 : -7 | 31
Nc1nc(N)c2nc(-c3ccccc3)c(N)nc2n1
 : 119* | 1
O=C(CCCc1ccccc1)Nc1nncs1
 : 8 | x
O=c1oc2ccccc2c(Nc2cccc(O)c2)c1[N+](=O)[O-]
 : -9 | x
COC(=O)C1CCCN1C(=O)c1cccs1 (centres undefined)
 : 10 | -18
O=C(Nc1cccnc1)c1cc2nc(C3CC3)cc(C(F)(F)F)n2n1
 : -13 | 0
Cn1c(C(=O)NCc2cccs2)cc2oc3ccccc3c21
 : x | -4
COc1ccc(C)cc1NC(=O)CN(c1ccccc1)S(C)(=O)=O
 : 5 | -1
O=C(CCNS(=O)(=O)c1ccc(Br)s1)NC1CCCC1
 : -9 | -1
COc1ccc(-c2nc(CS(=O)CC(=O)N3CCc4ccccc4C3)c(C)o2)cc1 (centres undefined)
 : 8 | 9
Cc1ccc(CN2CCN(C(=O)C3CCCO3)CC2)cc1 (centres undefined)
 : -33 | -4

Looked up by compound from above, 4 records:
Values run as follows: RmlC RmlD mix | RT RNaseH block
O=C(CCNS(=O)(=O)c1ccc(Br)s1)NC1CCCC1
 : -9 | -1
Nc1nc(N)c2nc(-c3ccccc3)c(N)nc2n1
 : 119* | 1
COc1ccc(C)cc1NC(=O)CN(c1ccccc1)S(C)(=O)=O
 : 5 | -1
COc1ccc(-c2nc(CS(=O)CC(=O)N3CCc4ccccc4C3)c(C)o2)cc1 (centres undefined)
 : 8 | 9

New compounds follow:
Values run as follows: RmlC RmlD mix | RT RNaseH block
CC(=O)C1=C(N2CCCCC2)CCC1=O
 : 5 | -1
CC1=C(C)CC(C(=O)NCc2ccc3c(c2)OCO3)C(C(=O)O)C1 (centres undefined)
 : -7 | x
Cc1ccc(O)c(O)c1
 : 1 | x
COc1cccc(-n2nnc3c(=O)n(CC(=O)NCC4CCCO4)cnc32)c1 (centres undefined)
 : 5 | -10
CCOC(=O)C(Sc1nnc(-c2ccncc2)o1)C(C)=O (centres undefined)
 : -16 | x
COc1ccccc1N/C(=N/c1nc(C)cc(C)n1)NC(C)=O
 : 13 | 3
CN1CCN(S(=O)(=O)c2ccc(-c3ccccc3)cc2)CC1
 : 50 | -6
COC(=O)N1CC(C)N(C(=O)OC)CC1C (centres undefined)
 : 7 | -2
CCCSc1nnc(Sc2nnnn2-c2ccccc2)s1
 : x | -13
O=C(Nn1cnnc1)c1cc2cc(Br)ccc2oc1=O
 : 6 | -3
Cc1nc(SCC(=O)NCC2CCCO2)c2oc3ccccc3c2n1 (centres undefined)
 : -54 | 5
NC(=S)Nc1ccc(Oc2ccc(NC(N)=S)cc2)cc1
 : -14 | x
O=C(NCCC1=CCCCC1)C1CCN(S(=O)(=O)c2cccs2)CC1
 : -7 | -8
Cc1cc(C)cc(NC(=O)CSc2nnc(CNC(=O)c3cccs3)o2)c1
 : -2 | -3
C=CCn1c(SCC(=O)N(CC)CC)nc(O)cc1=O
 : -9 | -3
COc1ccc(CN(C2CCCC2)S(=O)(=O)c2ccc(-n3cnnn3)cc2)cc1
 : 1 | -17
CC1CC(C)CN(S(=O)(=O)c2ccc(C(=O)Nc3sccc3C(N)=O)cc2)C1 (centres undefined)
 : -14 | x
COc1ccc(OC)c(S(=O)(=O)NCc2cn3ccsc3n2)c1
 : x | -9
O=C(Nc1nccs1)C1CCN(S(=O)(=O)c2c(Cl)cccc2Cl)CC1
 : -13 | x
O=C(CN1CCOCC1)N1CCN(c2nnc(-c3ccccc3)c3ccccc23)CC1
 : 5 | -1
C[C@H]1C[C@H]2[C@@H]3CCC4=CC(=O)C=C[C@]4(C)[C@@]3(Cl)[C@@H](O)C[C@]2(C)[C@@]1(O)C(=O)CO
 : -5 | -13
CCN(CCNC(=O)C1CCN(S(=O)(=O)c2cccc3nsnc23)CC1)c1ccccc1
 : -5 | -11
CCC(=S)/C=C1\Sc2ccccc2N1CCCS(=O)(=O)O
 : 7 | x
O=C1NC(=S)N/C1=C\c1cccc([N+](=O)[O-])c1
 : -31 | x
CSc1nnc2c3ccccc3n(CCc3ccccc3)c2n1
 : 8 | -3
CCN(CC)CCn1c(NCc2nc3ccccc3n2Cc2ccccc2)nc2ccccc21
 : -60 | x
COc1ccc(-c2nnc(SCC(=O)N3CCCC(C)C3)o2)c(OC)c1 (centres undefined)
 : 2 | -1
CCC(c1nnnn1CCc1ccccc1)N(Cc1ccco1)Cc1cc2cc(C)cc(C)c2[nH]c1=O (centres undefined)
 : 2 | 11
CC(C)c1ccc(C2CC(=O)N3CN(Cc4ccco4)CSC3=C2C#N)cc1 (centres undefined)
 : 5 | 59*
CCn1c(=O)cc(OCC(=O)Nc2cccnc2)c2ccccc21
 : -12 | -18
Brc1cnc(N2CCOCC2)nc1N1CCCCC1
 : 2 | -30
O=C(CSc1nnc(-c2ccncc2)n1CCc1ccccc1)NCc1ccccc1
 : 4 | x
CC(=O)N1c2c(cc(Br)cc2S(=O)(=O)NCc2cccnc2)CC1C (centres undefined)
 : -6 | -5
Cn1c(Cn2c(=O)sc3ccccc32)nnc1SCC(=O)Nc1ccccc1
 : 11 | -6
CC(C)C1Cc2c(sc3c2c(=O)n(Cc2ccccc2)c2nncn32)CO1 (centres undefined)
 : -2 | -6
COc1ccc(N2CC(C)Cn3c2nc2c3c(=O)[nH]c(=O)n2C)cc1 (centres undefined)
 : x | -15
O=C(COc1ccc(C(=S)N2CCOCC2)cc1)N1CCCC1
 : 4 | 2
COc1ccccc1N1CCN(c2nc3ccccc3n3nnnc23)CC1
 : x | -2
C=COCCNC(=O)C(=O)NC(C)C
 : -11 | x
CCOc1ccc(-n2c(SCC(=O)Nc3cc(C)on3)nc3c([nH]c4ccccc43)c2=O)cc1
 : 19 | 17
